# Compound activity deposited in PubChem BioAssay by several laboratories.
# KKLEB cytotox: CF airway cell cytotoxicity counter-screen; AID 602141; KKLEB CF airway cells viability, ATPlite luminescence, overnight; hits give low values; cells stimulated with P. aeruginosa culture filtrate; activity change (cytotoxicity), % at 5 µM; hit rate 0.36% among 360,000;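 active means corrected activity change at or below -50% at 5 µM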
# TRAIL sens C8: sensitizes caspase-8 expressing cells to TRAIL; NB7+C8 cells + TRAIL, ATPlite viability luminescence; inhibition (viability loss, TRAIL sensitization), % at 10 µM; hit rate 1% among 360,000; AID 624354;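 active means compounds causing at least 50% loss of cell viability in the single-dose screen, relative to plate controls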
# NR2E3 ag-1: activates human photoreceptor nuclear receptor NR2E3; hit rate 0.12% among 320,000; AID 2300; Q9Y5X4; GST-NR2E3/biotin-RetCOR TR-FRET, 1536-well; inhibition of corepressor binding, % at 4.78 µM;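 active means percent inhibition above the cutoff of mean plus 3 SD of all tested compounds, set per screening campaign, cut at about 20% in these data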;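 further: 0% = DMSO wells and 100% = biotin wells as full block of FRET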
# Target sequence (Q9Y5X4 whole entry, looked up): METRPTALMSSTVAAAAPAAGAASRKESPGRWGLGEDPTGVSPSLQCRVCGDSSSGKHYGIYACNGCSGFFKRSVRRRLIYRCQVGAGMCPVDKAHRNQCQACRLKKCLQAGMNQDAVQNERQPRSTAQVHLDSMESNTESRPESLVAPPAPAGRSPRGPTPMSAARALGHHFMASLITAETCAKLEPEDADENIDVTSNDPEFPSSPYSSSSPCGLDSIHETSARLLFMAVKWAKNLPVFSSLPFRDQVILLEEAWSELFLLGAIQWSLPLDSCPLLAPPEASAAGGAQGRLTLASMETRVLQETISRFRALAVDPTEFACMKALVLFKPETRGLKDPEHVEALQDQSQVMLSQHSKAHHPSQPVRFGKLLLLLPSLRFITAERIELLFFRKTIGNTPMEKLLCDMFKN
#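 Format: 1536-well format; test system: GST-NR2E3 and biotin-RetCOR proteins; read-out basis: percent inhibition of TR-FRET ratio; timing: 5 h incubation at 4 °C; detection: time-resolved FRET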
# Peg3 promoter: inhibitors of Peg3 promoter; AID 588405; HeLa PEG-Prom luciferase reporter, luminescence, overnight; hit rate 1.7% among 360,000; inhibition, % at 20 µM;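 active means inhibition of at least 50% at 20 µM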
# LMP1 NFkB inh: reduces LMP1-driven NF-kappaB luciferase signal. LMP1-induced NF-kappaB luciferase reporter cells, luminescence. inhibition, % at 12.5 µM. hit rate 0.69% among 350,000; in the data active means inhibition above about 41%;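 further: 0% = neutral control wells and 100% = reference inhibitor control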
# TRPM1 prom inh: inhibitors of MITF-driven TRPM1 promoter in melanoma cells; SK-MEL-5 TRPM1 promoter luciferase, 24 h; inhibition, % at 12.5 µM; hit rate 0.83% among 330,000; AID 488899;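 active means mean inhibition across replicates of 60% or more, whatever share of single replicates reaches that level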; further: values of inactives mirror those of a sister screen read the other way
# NR2E3 ag-2: activates human NR2E3 receptor | hit rate 0.35% among 360,000 | AID 602229 | Q9Y5X4 | inhibition of corepressor binding, % at 3.98 µM | CHO-S Gal4-NCOR/VP16-NR2E3 two-hybrid, luciferase;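 active means inhibition above the mean of all tested compounds plus 3 SD, cut at about 70% in these data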;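 further: 0% = DMSO with NR2E3 transfected cells and 100% = cells lacking NR2E3 construct; higher means lower luciferase signal from less NR2E3 corepressor binding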
# iPSC survival up: increases survival of single human iPS cells; hiPSC single-cell survival, ATPlite luminescence; 100% = ROCK inhibitor wells, 0% = DMSO; survival enhancement, % at 20 µM; hit rate 0.044% among 360,000; AID 602274; in the data active means survival enhancement above about 18%;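 further: cells exposed to compounds for 16 hours before the ATP read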
# Shn3 inh set2: inhibitors of Schnurri-3 3'UTR reporter in osteoblasts; Clone20 osteoblast Shn3 3'UTR firefly luciferase, 24 h; inhibition, % at 12.5 µM; hit rate 0.52% among 360,000;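 active means mean inhibition of at least 75% with every replicate also reaching 75%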;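 further: 0% = median of neutral control wells and 100% = pilot-screen positive control compound; some compounds past the cut are filed as inactive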
# CF NFkB inh: inhibitors of cystic fibrosis induced NF-kB; KKLEB NF-kB-GFP reporter, PAF-induced, GFP fluorescence overnight; inhibition, % at 5 µM; hit rate 0.86% among 360,000; AID 588850;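 active means at least 50% inhibition at 5 µM, scaled per plate between neutral and stimulator controls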;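 further: PAF is a Pseudomonas aeruginosa culture filtrate used as stimulus; plate controls were PAF-stimulated DMSO wells for no effect and unstimulated DMSO wells for full effect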
# HIF-2a block: blocks HIF-2a reporter activity; 786-0 RCC cells HIF-2a reporter, luciferase luminescence, overnight; inhibition, % at 18.8 µM; hit rate 0.72% among 360,000; AID 624352;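 active means inhibition of the luminescence signal of 40% or more relative to plate controls, in a single-dose primary screen at 18.75 µM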
# The depositor's hits bear a star; . = not tested or not shown. The list is partial. The share of hits here may be higher or lower than overall.
SMILES,KKLEB cytotox,TRAIL sens C8,NR2E3 ag-1,Peg3 promoter,LMP1 NFkB inh,TRPM1 prom inh,NR2E3 ag-2,iPSC survival up,Shn3 inh set2,CF NFkB inh,HIF-2a block
O=C(NC1CCCC1)C(c1ccc(F)cc1)N(C(=O)c1csnn1)C1CC1 (configuration not stated),-24,13,3,-8,-2,-14,-30,-0.7,-4,1,10
COC(=O)c1ccc(NC(=O)c2ccc3c(c2)C(=O)N(C)C3=O)cc1,4,-3,0,-3,-2,.,-5,1.0,13,-4,16
COC(=O)c1ccccc1NC(=O)CN(Cc1ccccc1)S(C)(=O)=O,7,0,1,0,6,0,0,1.3,1,-7,-16
CC(=O)N1CCN(S(=O)(=O)c2cccc(C(=O)OCC(=O)N(Cc3ccccc3)C(C)(C)C)c2)CC1,-16,4,.,-5,-5,7,-5,0.2,3,-30,-1
CCCC[C@@H]1CNCCN1CC1(c2ccccc2)CC1,-21,-4,0,3,-8,-9,-13,-0.3,-1,19,17
CCc1c(C2(O)CCCCC2)[nH]c2ccc(C#N)cc12,-3,20,3,-17,5,-8,-43,1.1,-1,50,-32
Cc1ccc(S(=O)(=O)c2nnn3c2nc(NC2CCN(Cc4ccccc4)CC2)c2ccccc23)cc1C,15,88*,0,-9,-6,3,-12,-0.5,20,13,19
COc1ccc(NC(=O)CCN2C(=O)[C@@H]3[C@H](C2=O)[C@H]2C=C[C@@H]3C2)cc1,10,3,3,-7,0,-13,-11,-0.2,-1,-3,-14
c1ccc(CCCc2nc(-c3cccnc3)no2)cc1,5,7,3,-89,0,-25,-13,-0.4,-44,8,-155
COc1ccc(OC)c(S(=O)(=O)Nc2cccnc2)c1,7,0,-4,-2,2,-1,3,0.0,-15,-8,6
Cc1cccc(C2Nc3cccc4cccc(c34)N2)c1,18,15,-2,-3,3,3,-20,-0.5,-23,-8,13
O=C(CSc1ncccc1-c1nc2ccccc2[nH]1)Nc1ccc2c(c1)OCCO2,13,14,1,-128,-4,25,34,4.9,-22,-16,-41
CCCCCCN1C[C@H](n2cc(-c3ccc(F)cc3)nn2)[C@@H](O)C[C@@H]1c1ccccc1,-4,-2,.,2,9,.,-16,-0.7,6,4,-14
Cc1cccc(NC(=O)c2ccc(S(=O)(=O)N3CCC(C)CC3)cc2)n1,-3,14,3,2,6,21,37,0.9,43,-3,-17
CCCC[N+](CC#Cc1ccccc1)(CCCC)CCCS(=O)(=O)[O-],5,-3,4,-2,2,12,6,-0.1,-12,-4,18
COc1ccc(-c2csc(C(O)c3ccc(F)c(F)c3)n2)cn1 (configuration not stated),-8,0,.,-13,.,.,23,-0.1,1,-16,-27
COc1ccc(NC(=O)CSc2nc(O)cc(=O)n2-c2ccccc2)cc1,-2,1,.,-13,-6,10,-11,-0.1,-5,12,-7
CC(C)(C)n1nc2c(c1NC(=O)Cc1ccccc1)CS(=O)(=O)C2,18,2,0,9,-2,4,-14,0.2,22,-10,13
Cc1ncsc1CCC(=O)N1CCCC(Nc2ccc(F)c(F)c2)C1 (configuration not stated),12,0,-1,16,-6,1,-52,-0.3,-14,-24,0
COc1c(/C=N/Nc2nc(N3CCCCC3)nc(N3CCCCC3)n2)cccc1[N+](=O)[O-],-7,-18,2,15,-28,-16,-2,0.6,18,-30,20
Cc1ccc(-c2csc(NC(=S)NC(=O)c3cc4ccccc4o3)n2)cc1,8,2,4,-68,-19,-60,-22,-1.1,8,-16,2
COc1cc(C(=O)NNC(=S)NC(=O)c2ccccc2C)cc(OC)c1OC,8,29,3,15,0,16,10,-0.8,7,17,15
O=C(Nc1ccccc1C(=O)N/N=C/c1ccccc1)c1ccco1,-17,48,3,-146,-4,-38,-26,-0.5,-52,0,-142
Cc1cccc(N2CCN(C(=O)c3ccoc3C)CC2)c1C,-5,2,1,10,10,0,0,-1.4,-15,4,15
O=S(=O)(c1ccc(F)cc1)N1CCN(CC(O)COc2ccccc2F)CC1 (configuration not stated),-21,13,1,19,10,-19,-4,0.1,-2,13,16

# Part of the list above in order of count of non-hydrogen atoms, largest number first:
SMILES,KKLEB cytotox,TRAIL sens C8,NR2E3 ag-1,Peg3 promoter,LMP1 NFkB inh,TRPM1 prom inh,NR2E3 ag-2,iPSC survival up,Shn3 inh set2,CF NFkB inh,HIF-2a block
Cc1ccc(S(=O)(=O)c2nnn3c2nc(NC2CCN(Cc4ccccc4)CC2)c2ccccc23)cc1C,15,88*,0,-9,-6,3,-12,-0.5,20,13,19
CC(=O)N1CCN(S(=O)(=O)c2cccc(C(=O)OCC(=O)N(Cc3ccccc3)C(C)(C)C)c2)CC1,-16,4,.,-5,-5,7,-5,0.2,3,-30,-1
COc1c(/C=N/Nc2nc(N3CCCCC3)nc(N3CCCCC3)n2)cccc1[N+](=O)[O-],-7,-18,2,15,-28,-16,-2,0.6,18,-30,20
CCCCCCN1C[C@H](n2cc(-c3ccc(F)cc3)nn2)[C@@H](O)C[C@@H]1c1ccccc1,-4,-2,.,2,9,.,-16,-0.7,6,4,-14
O=C(CSc1ncccc1-c1nc2ccccc2[nH]1)Nc1ccc2c(c1)OCCO2,13,14,1,-128,-4,25,34,4.9,-22,-16,-41
COc1cc(C(=O)NNC(=S)NC(=O)c2ccccc2C)cc(OC)c1OC,8,29,3,15,0,16,10,-0.8,7,17,15
O=C(NC1CCCC1)C(c1ccc(F)cc1)N(C(=O)c1csnn1)C1CC1 (configuration not stated),-24,13,3,-8,-2,-14,-30,-0.7,-4,1,10
Cc1cccc(NC(=O)c2ccc(S(=O)(=O)N3CCC(C)CC3)cc2)n1,-3,14,3,2,6,21,37,0.9,43,-3,-17
O=C(Nc1ccccc1C(=O)N/N=C/c1ccccc1)c1ccco1,-17,48,3,-146,-4,-38,-26,-0.5,-52,0,-142
CC(C)(C)n1nc2c(c1NC(=O)Cc1ccccc1)CS(=O)(=O)C2,18,2,0,9,-2,4,-14,0.2,22,-10,13
COc1ccc(-c2csc(C(O)c3ccc(F)c(F)c3)n2)cn1 (configuration not stated),-8,0,.,-13,.,.,23,-0.1,1,-16,-27
Cc1cccc(N2CCN(C(=O)c3ccoc3C)CC2)c1C,-5,2,1,10,10,0,0,-1.4,-15,4,15
COc1ccc(OC)c(S(=O)(=O)Nc2cccnc2)c1,7,0,-4,-2,2,-1,3,0.0,-15,-8,6

# (next part)
SMILES,KKLEB cytotox,TRAIL sens C8,NR2E3 ag-1,Peg3 promoter,LMP1 NFkB inh,TRPM1 prom inh,NR2E3 ag-2,iPSC survival up,Shn3 inh set2,CF NFkB inh,HIF-2a block
CN1CCN(/N=C/c2ccc(Br)cc2)CC1,0,4,0,-208,-12,-93,-39,-0.1,-47,-1,-245
Fc1ccc(-n2nnc(-c3ccnc4ccccc34)n2)cc1,-13,27,0,-422,-41,.,-77,-2.3,-93,-52,-309
Cc1cc(OC(C)C(=O)NCC(O)c2ccccc2)c2c(C)cc(=O)oc2c1 (configuration not stated),7,-9,1,-6,-1,2,-17,-0.2,-5,1,13
CCOC(=O)C1=C(CS(=O)(=O)c2ccc(F)cc2)NC(=O)NC1c1cc(OC)c(O)c(OC)c1 (configuration not stated),6,-11,3,-7,3,5,-2,0.2,-16,-22,13
Cc1ccccc1NC1=C(C(=O)c2ccccc2)N(C)S(=O)(=O)c2ccccc21,0,8,4,10,0,6,-11,1.0,11,-6,12
CNC(=O)C1CC(=O)N(c2ccc(OCC(=O)Nc3ccc(OC)cc3)cc2)C1 (configuration not stated),4,-11,-7,7,-2,3,4,-0.3,-40,15,2
CCCCN(C)C(=O)CCCCn1c(=O)[nH]c2cc(OCC)c(OCC)cc2c1=O,0,-8,5,20,9,21,-19,-0.8,13,-3,15
C=CCn1c(SCC(=O)NC2CCCC2)nnc1-c1ccncc1,-5,-1,0,7,-11,-15,-2,-0.1,0,-14,9
CCOC(=O)c1sc(-c2ccccc2)cc1NC(=O)c1ccc(S(=O)(=O)N(CCOC)CCOC)cc1,-8,0,4,1,14,-5,12,4.6,6,4,5
CCCCCC(=O)Nc1ccc(S(=O)(=O)Nc2ccc(Cl)nn2)cc1,11,10,1,12,-2,7,25,2.3,-8,-1,17
COc1ccccc1C(=O)COC(=O)c1ccc(Cl)nc1,5,-1,1,-23,4,-11,-11,-0.4,-18,1,-4
Clc1ccc(-c2cc3ccccc3nc2N2CCCC2)cc1,4,4,-2,11,-6,-5,-18,1.1,7,-14,-18
NC(=O)CC(NC(=O)c1ccccc1)c1ccc(NCc2ccc(F)cc2)c([N+](=O)[O-])c1 (configuration not stated),4,3,2,9,3,0,-1,-1.2,7,-16,17
Cc1ccc2c(c1)c1c3n2CCCNC3CCC1 (configuration not stated),-12,-3,0,13,-33,-11,17,-0.5,-9,10,3
COc1cc2cc(CN(CCN3CCCC3)C(=O)Nc3ccccc3Cl)c(=O)[nH]c2cc1OC,-7,2,3,3,-9,-1,0,1.4,7,17,9
COc1ccccc1NC(=O)CSc1nc2ccccc2c(=O)n1CCNC(C)=O,6,-3,-1,-2,5,6,-10,-0.4,14,-2,19
CCCCC/C=C/C1=CC(=O)C[C@H](c2ccc(OC)cc2)C1,7,8,0,-16,-4,2,-10,-2.0,-2,-7,-12
CCCCC(=O)NCCNC(=O)c1cc(OCC(F)(F)F)ccc1OCC(F)(F)F,6,-9,1,5,6,11,-13,-2.3,-4,-1,-5
Cc1ccc(NC(=O)c2ccc3c(c2)CCN3S(C)(=O)=O)cc1,-1,-10,.,-177,-5,.,-44,-0.4,-29,15,-168
Nn1c(Cc2ccccc2)nc2ccccc2c1=O,0,-20,2,10,4,11,5,0.5,-8,-4,16
Cc1cccc(C)c1NC(=O)C1CCCN1S(=O)(=O)c1ccccc1 (configuration not stated),3,4,3,-8,1,-8,-1,-0.2,-13,-2,12
O=C(O)CN(CC(=O)O)CC(=O)O,-1,-6,.,-13,3,-7,-9,-0.7,-2,-9,8
O=C1Nc2ccccc2C1=Nc1ccc(Br)cc1,-3,7,4,6,-28,3,-12,-0.4,-6,-1,10
CC(C)(C)CC(C)(C)NCC(O)COc1ccc2c(c1)CCC2 (configuration not stated),-15,14,0,36,-6,10,-6,-1.3,8,14,1
Cc1cc(C)cc(OC(C)C(=O)Nc2ccc3c(c2)n(C)c(=O)n3C)c1 (configuration not stated),-3,-11,.,13,-15,15,3,-0.3,6,-2,22
